# PvdQ inh – blocks Pseudomonas aeruginosa PvdQ acylase activity; actives 0.063% (n = 340,000); AID 488965; purified PvdQ acylase, fluorescence plate reader; inhibition, % at 10 µM; in the data active = inhibition above about 30%, passing the limit was not always enough; inconclusive = no clear call, values can overlap the other calls;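 also: 0% = vehicle neutral wells and 100% = reference inhibitor wells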
# HTR5A inv ctr – counter-screen for OPRM1-OPRD1 inverse agonists: human HTR5A inverse agonism | P47898 | HTR5A cell line, luminescence | inhibition, % at 9.3 µM | actives 0.083% (n = 340,000) | AID 504634; in the data active = inhibition mostly above about 23%, no sharp cut-off; inactive = mostly below about 18%;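 also: 0% = cells with DMSO and 100% = no-cell wells with DMSO; some compounds called inactive have numbers as strong as hits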
# NSD2 HMT inh – blocks human histone methyltransferase NSD2. O96028. NSD2 peptide methylation, AlphaScreen, 120 min. inhibition, % at 12.5 µM. actives 0.54% (n = 310,000). AID 743445; in the data active = inhibition above about 50%
# dFosB act – enhances mouse delta FosB homodimer DNA binding. P13346. actives 0.99% (n = 340,000). purified delta FosB, TAMRA-CDK5 oligo fluorescence polarization; percent of positive-control signal above neutral wells. activation, % at 25 µM;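 active = mean activation above about 17%, with every replicate also reaching it, limit read from the data, passing the limit was not always enough; inconclusive = only one of the two conditions met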;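 also: fluorescence polarization rise as delta FosB binds a TAMRA Cdk5 AP-1 oligo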
# Target sequence (P13346 whole entry, looked up): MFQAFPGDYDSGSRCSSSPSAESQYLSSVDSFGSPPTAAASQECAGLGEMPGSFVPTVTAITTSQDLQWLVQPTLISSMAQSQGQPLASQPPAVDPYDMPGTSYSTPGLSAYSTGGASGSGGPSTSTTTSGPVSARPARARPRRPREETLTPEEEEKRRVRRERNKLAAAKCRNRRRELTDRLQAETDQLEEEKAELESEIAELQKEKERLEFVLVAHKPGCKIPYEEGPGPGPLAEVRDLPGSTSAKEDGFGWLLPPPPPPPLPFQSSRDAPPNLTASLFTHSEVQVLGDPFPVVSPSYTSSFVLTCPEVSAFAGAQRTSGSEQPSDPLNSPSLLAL
# SR-BI HDL uptake – blocks mouse SR-BI lipid uptake from DiI-HDL; Q61009; ldlA[mSR-BI] CHO cells, DiI-HDL uptake fluorescence, 3 h; inhibition, % at 12.5 µM; actives 0.96% (n = 320,000); AID 488896;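 active = mean replicate inhibition of at least 70% and a set share of replicates each scoring 70 or more; inconclusive = meets just one of the two criteria; inactive = fails both criteria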;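 also: 0% = median of neutral control wells and 100% = median of positive control wells; values of inactives mirror those of a sister screen read the other way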
# MITF act – activators of MITF-driven TRPM1 promoter activity in SK-MEL-5 cells. SK-MEL-5 TRPM1-promoter luciferase, 24 h; % of positive control, neutral wells = 0. activation, % at 12.5 µM. actives 0.75% (n = 300,000). AID 588334;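 active = mean activation of at least 80% with every replicate also reaching 80%; inconclusive = mean reaches 80% but some replicate falls short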;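 also: 0% = neutral control wells and 100% = parthenolide positive control wells; values of inactives mirror those of a sister screen read the other way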
# HTR5A ag – counter-screen for OPRM1-OPRD1 agonists: human HTR5A agonism. P47898. HTR5A agonist assay, luminescence, cell-based. activation, % at 9.3 µM. actives 0.61% (n = 340,000). AID 504692; in the data active = activation mostly above about 9.5%, no sharp cut-off; inactive = mostly below about 7.6%;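 also: 0% = cells with vehicle only and 100% = reference agonist; strong numbers were not always called active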
# CDK5 inh – inhibitors of human CDK5/p35 kinase; Q00535+Q15078; Recombinant CDK5/p35, ADP-Glo luminescence, 60 min; inhibition, % at 10 µM; actives 0.01% (n = 330,000); AID 488839;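 active = highest replicate inhibition of at least 50% and at least 75% of replicates reaching 50%; inconclusive = only one of the two criteria met; inactive = both criteria failed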;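 also: plate controls were DMSO neutral control for no effect and GW8510 at 10 µM for full effect; many of its hits are not listed in these tables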
# Target sequence (Q00535 whole entry, looked up): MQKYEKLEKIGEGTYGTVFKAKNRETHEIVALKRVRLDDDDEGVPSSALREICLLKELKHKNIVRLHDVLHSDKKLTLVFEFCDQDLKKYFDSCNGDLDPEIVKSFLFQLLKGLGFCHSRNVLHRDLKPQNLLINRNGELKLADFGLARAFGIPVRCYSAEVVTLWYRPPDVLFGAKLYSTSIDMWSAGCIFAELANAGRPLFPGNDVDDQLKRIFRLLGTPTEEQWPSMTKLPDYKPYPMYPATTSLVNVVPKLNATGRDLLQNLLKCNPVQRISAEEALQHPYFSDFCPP
# Target sequence (Q15078 whole entry, looked up): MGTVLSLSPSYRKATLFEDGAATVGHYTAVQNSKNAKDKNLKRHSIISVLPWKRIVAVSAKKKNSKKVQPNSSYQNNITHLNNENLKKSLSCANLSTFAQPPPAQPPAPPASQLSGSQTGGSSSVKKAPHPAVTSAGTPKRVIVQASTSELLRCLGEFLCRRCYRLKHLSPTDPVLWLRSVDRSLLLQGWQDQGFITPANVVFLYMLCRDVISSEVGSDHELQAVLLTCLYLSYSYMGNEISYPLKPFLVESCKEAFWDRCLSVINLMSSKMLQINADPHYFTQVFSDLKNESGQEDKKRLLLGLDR
# V-ATPase pH – regulators of yeast V-ATPase proton transport; response, % at 10 µM; AID 504577; S. cerevisiae, pHLuorin cytosolic pH fluorescence; actives 0.37% (n = 350,000); in the data active = response mostly above about 7.3%, no sharp cut-off; inactive = mostly below about 5.4%; also: actives read high; inactives centre near 0; some compounds called inactive have numbers as strong as hits; reference of the scale not given here
# Wnt act – activates Wnt/beta-catenin signaling in a reporter cell assay. activator, plate reader. activation, % at 9.35 µM. actives 1.2% (n = 300,000). AID 743398; in the data active = activation above about 30%, passing the limit was not always enough; inconclusive = no clear call, values can overlap the other calls;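 also: 0% = neutral control wells and 100% = positive control wells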
# * marks the source's active call; other numbers are inactive results; ? = inconclusive; · = no result given.
SMILES,PvdQ inh,HTR5A inv ctr,NSD2 HMT inh,dFosB act,SR-BI HDL uptake,MITF act,HTR5A ag,CDK5 inh,V-ATPase pH,Wnt act
Nc1n[nH]c(N)c1N=Nc1ccc2c(c1)OCO2,-10.0,4.7,11.0,-3.0,19.9,20.3,0.6,-3.4,-0.3,28.2
COc1cc(NC(=O)c2cc(-c3cccnc3)nc3ccc(Br)cc23)cc(OC)c1,-30.1,2.7,-0.3,63.1*,61.1,-0.7,-1.0,-0.6,2.8,-6.3
COc1ccccc1C(=O)NCC(=O)OCC(=O)c1ccc(Cl)s1,0.6,7.5,-1.3,-2.5,-5.7,-6.3,-2.8,1.7,2.2,-1.7
Cc1oc2c(CN3CCCC3)c(O)ccc2c(=O)c1-c1ccc(Br)cc1,-6.2,-16.0,27.4,-9.9,-16.0,-6.5,5.8,-0.3,-2.0,-3.3
COc1ccc(-c2nnc(SCC(=O)N3CCOCC3)n2C)cc1OC,-7.1,-10.0,-3.8,3.8,-12.9,-19.3,2.2,2.5,-2.5,·
NC(=S)Cc1ccc(Cl)cc1Cl,0.8,8.1,2.2,0.9,-12.4,10.3,-5.2,-1.2,-3.3,-0.6
COc1ccc(S(=O)(=O)N2CCC(C(=O)N3CCc4ccccc4C3)CC2)cc1C,2.7,3.6,34.8,-2.8,4.8,5.3,0.6,1.4,-8.6,·
CS(=O)c1ccccc1-c1nc(-c2cccc(Cl)c2)no1 (centres undefined),-5.3,6.7,-4.0,-43.0,52.9,35.9,0.8,1.1,3.5,-0.4
COc1cccc(C(=O)NC(=S)Nc2nnn(C)n2)c1,-7.5,9.3,-2.5,-4.2,-1.0,10.0,0.8,-0.9,-2.7,0.2
Cc1ccc(CNC(=O)CNC(=S)N(Cc2ccccc2)Cc2ccccc2F)cc1,4.5,8.1,-1.1,-1.4,-3.3,6.6,-3.2,0.8,-1.4,-1.2
CN(CCOC(=O)c1ccco1)Cc1ccccc1,2.2,12.7,0.4,8.2,-22.5,-12.1,-5.8,-0.7,-2.3,·
COc1ccc(CC(=O)Nc2nnc(CC(C)C)s2)cc1S(=O)(=O)N1CCOCC1,-8.3,-17.4,-3.9,-8.7,-14.8,-3.1,0.2,-0.8,4.6,-1.0
COCCCNS(=O)(=O)c1ccc(Cl)c(C(F)(F)F)c1,7.4,-16.8,-3.6,-7.4,-7.4,9.2,-5.6,0.3,7.3,-0.7
CCOc1c(Nc2ccccc2O)c(=O)c1=O,-7.9,7.7,0.6,6.8,-21.3,-13.8,-1.7,0.0,0.6,5.3
Cc1cccc(C(=O)O/N=C(\N)c2cccc([N+](=O)[O-])c2)c1,4.5,11.8,0.3,-2.5,21.7,41.0,-3.6,8.8,3.6,18.6
Cc1ccccc1N1CCN(C(=O)C2CCCCC2)CC1,6.0,-14.9,-1.2,-5.2,·,-1.1,6.0,-0.2,-1.2,-0.1
COc1ccc(CCN2CN(S(=O)(=O)c3ccc(C)cc3)c3nc4ccccc4nc32)cc1OC,-10.0,21.0,3.5,-0.8,-20.5,6.9,-1.9,-1.3,-0.2,·
O=C(O)CSc1nnc(-c2ccc(Cl)cc2Cl)n1Cc1ccccc1,-0.9,-21.1,-3.2,2.7,-2.2,0.3,-2.8,-0.5,-3.3,-0.1
COc1ccc(NC(C)=O)cc1NC(=O)CN1CCN(c2ccccn2)CC1,-7.9,32.3,·,-1.0,-0.5,-1.5,-14.7,0.4,2.0,·
N/C(=N\OS(=O)(=O)c1ccccc1)c1ccccn1,-10.4,9.0,-12.5,-2.0,-14.5,4.8,-1.5,·,3.6,·
O=C(O)CC(SCC(=O)Nc1ccc(S(=O)(=O)N2CCCC2)cc1)C(=O)O (centres undefined),-18.2,-13.1,-8.4,-4.7,-5.4,2.4,4.8,-8.0,0.9,-2.5
O=S(=O)(Nc1c(S(=O)(=O)c2ccccc2)c2nc3ccccc3nc2n1C1CCCCC1)c1ccccc1,17.0,4.6,140.5*,-5.3,-6.1,-4.8,1.2,0.9,-6.9,1.9
OCCNc1ccc(Cl)cc1,-10.8,-9.9,·,6.6,-22.4,-4.9,3.5,-0.3,0.2,·
O=C(Nc1c2c(nn1-c1ccc(F)cc1)CS(=O)(=O)C2)C1CCCC1,-3.2,-15.7,2.4,-0.4,-4.8,-2.6,1.2,-0.9,-3.3,4.7
COCCn1nnnc1CN1CCC(C)CC1,-20.3,14.6,-1.6,0.0,-3.9,1.1,0.0,3.0,-0.9,-3.3
CCOC(=S)SCC(=O)N1CCc2ccccc2C1C1C(=O)CC(C)(C)CC1=O (centres undefined),-10.4,-2.3,-0.7,-3.6,-19.3,-7.2,0.9,-1.0,4.6,0.5
CC(NC(=O)c1ccccc1Cl)NC(=O)c1ccccc1Cl,3.8,16.8,-0.9,-7.4,-9.9,·,-4.9,1.0,0.4,-0.2
CC(C)CC(=O)NC1(C(F)(F)F)C(=O)Nc2c1c(=O)[nH]c(=O)n2Cc1ccco1 (centres undefined),-10.3,-7.6,-0.6,1.4,-6.8,-5.8,1.6,-1.7,0.2,-3.2
Cc1nc(NC(=O)CSc2nccn2C)sc1C(=O)N(C)C,2.6,12.0,-0.5,2.1,-31.0,19.8,0.7,-1.4,0.9,3.2
N#CCSc1nnc2sc3ccccc3n12,-15.5,-2.1,·,-2.8,-0.3,-5.0,0.8,1.8,-4.6,0.1
O=C(CCN=C1NS(=O)(=O)c2ccccc21)OCc1nnc(-c2ccc([N+](=O)[O-])cc2)o1,-11.1,-1.5,0.1,0.0,42.5,-11.0,0.4,1.1,2.3,-2.2
COC(=O)c1cc(NC(=O)CN(c2cccc(OC)c2)S(=O)(=O)c2ccccc2)ccc1Cl,-11.6,-15.7,-5.6,-5.6,31.4,-1.8,-0.5,·,2.2,-1.0
COc1cc(OC)cc(C(=O)OCC(=O)NCc2ccco2)c1,4.3,-20.6,1.4,-4.0,-22.4,-3.8,8.4,0.2,1.9,47.3*
COc1ccccc1NC(=O)COc1ccc(/C=N/NC(=O)CSCc2cc(C)cc(C)c2)cc1,-4.1,0.8,-1.4,10.5,27.7,-9.3,3.4,-3.6,1.1,·
COc1ncnc(OC)c1NC(=O)c1ccc(F)cc1,-6.4,0.4,-0.1,1.9,-12.7,-7.0,0.1,-0.7,2.0,·
O=C(OCc1ccccc1)c1cccc(-c2nnn(Cc3ccccc3)n2)c1,-11.6,9.3,·,-9.1,·,22.9,-0.7,-0.6,-0.4,44.5*
O=C(CSc1ccc(-c2cccc([N+](=O)[O-])c2)nn1)NC1CCCC1,2.0,-48.0,·,-0.8,-21.0,3.4,0.8,0.5,-1.1,-3.4
CCC(CC)C(=O)Nc1nnc(SCC(=O)NC2CCCCC2)s1,-10.3,10.9,-0.1,-3.0,-2.6,-2.6,-3.0,-0.2,2.2,-2.4
COC(=O)c1cc(S(=O)(=O)N2CCCC(C)C2)cn1C (centres undefined),7.4,2.9,-0.8,-6.8,-5.7,2.3,-1.1,-0.7,-5.9,-2.0
Cc1cc(Cl)c2oc(C(=O)N3CCN(C(=O)c4ccco4)CC3)c(C)c2c1,10.3,-13.8,11.1,-5.9,23.7,57.8,3.7,-4.0,-7.5,16.3
Cc1nc(N2CCN(C)CC2)c2c(C)c(C(=O)Nc3ccc(F)cc3)sc2n1,5.7,-12.1,·,-5.9,46.0,22.3,4.8,1.7,-3.0,-1.1
COc1cc(NC(=O)C(C)Oc2ccccc2)c(C(=O)O)cc1OC (centres undefined),-6.6,-28.2,-1.8,5.4,-17.7,·,10.8,0.9,-1.5,-5.0
CCOC(=O)C(NCCc1ccccc1F)(NC(C)=O)C(F)(F)F (centres undefined),-11.4,-28.2,-0.6,8.1,-15.2,5.0,-2.5,-2.1,-4.1,1.5
CCc1nnc(NC(=O)Cc2cc(OC)c(OC)c(OC)c2)s1,6.4,-7.3,-1.4,-4.2,-12.7,-13.7,2.7,-0.2,2.9,-0.9
COc1ccc(C(=O)C2CCN(CC(=O)Nc3cc(C)cc(C)c3)CC2)cc1,10.7,3.8,-2.1,-3.5,·,·,-1.3,0.3,1.8,-0.5
CCc1noc(C)c1C(=O)Nc1nc(-c2cc(OC)ccc2OC)cs1,-5.6,10.5,-1.0,0.5,42.5,5.8,-4.3,-0.2,-2.9,-2.4
Cc1ccc(SCC(=O)Nc2nnc(C(C)(C)C)s2)cc1,18.7,0.7,3.1,-4.6,-42.6,-25.7,-0.2,1.1,0.1,-0.2
COc1ccc(-c2ccc3c(c2)S(=O)(=O)c2cccc(C(=O)O)c2C3=O)cc1OC,3.7,1.9,·,-9.3,-11.8,1.7,1.1,1.0,-6.2,1.4
CC(C)c1nnc(NC(=O)CCC(=O)N2CCN(C3c4ccccc4-c4ccccc43)CC2)s1,-7.9,-8.1,0.9,-10.4,?,10.1,2.3,0.4,2.7,-2.4
Cc1[nH]c2ccccc2c1C(C[N+](=O)[O-])c1cccs1 (centres undefined),-3.0,-7.2,2.1,-1.9,14.2,9.0,3.6,0.6,6.2,-2.2
# Next part:
SMILES,PvdQ inh,HTR5A inv ctr,NSD2 HMT inh,dFosB act,SR-BI HDL uptake,MITF act,HTR5A ag,CDK5 inh,V-ATPase pH,Wnt act
CC(C(=O)Nc1ncn[nH]1)N1C(=O)c2ccccc2C1=O (centres undefined),-14.4,-21.4,-0.4,7.1,7.2,3.5,5.9,-0.4,-2.5,-1.1
O=C(NCc1cccnc1)c1ccc(Cn2c(=S)[nH]c3ccc(Br)cc3c2=O)cc1,-20.6,6.1,-0.2,-19.7,50.5,1.6,-2.4,-0.3,-2.9,0.2
CCOC(=O)CCSCC(=O)N1N=C(c2cccs2)CC1c1ccc(C)cc1 (centres undefined),-0.5,3.6,-0.5,-4.7,-22.7,-11.6,-2.4,-0.1,-0.9,1.9
Cc1nccc(-c2sc(-c3cccs3)nc2C)n1,-15.0,0.8,-24.6,-24.0,29.4,21.2,-2.5,0.2,-8.8,0.2
CC(C)C(c1nnnn1C1CCCC1)N1CCN(c2ccccc2F)CC1 (centres undefined),-8.0,15.6,-1.1,3.5,-7.8,3.6,3.3,1.6,1.7,-3.2
CC12CCC(=O)N1C(C(=O)Nc1cc(C(F)(F)F)ccc1N1CCCCC1)CS2 (centres undefined),-2.8,19.8,5.8,-12.1,29.1,3.6,2.2,-0.1,3.1,-4.4
CN(C)CCOc1ccccc1C(C)(C)C,-26.0,-9.8,7.6,7.4,-34.5,·,4.2,-3.9,-1.1,0.2
CC(C)c1ccc(C(=O)NCCCc2ccccc2)cc1,-17.3,-12.5,-3.0,-6.7,15.9,·,0.9,-3.6,1.9,·
O=S(=O)(NCCc1ccccc1)c1cccc2nsnc12,7.5,19.5,-3.1,8.0,5.5,3.1,3.8,2.2,7.9,0.3
O=S(=O)(CCc1ccccc1)/N=C/c1cccs1,-17.0,-21.2,-5.6,-10.3,-15.0,23.4,8.8,-0.7,3.0,·
CCOC(=O)CC(=O)CSc1nc2cc(C)ccc2cc1C,-12.3,3.3,-1.6,-6.7,10.0,-16.2,7.0,-3.2,-1.5,-4.8

# Bioassay records as filed in PubChem.
